DDE Tn7 FP inh – disrupts Tn7 cyclic peptide binding to fibrin D-Dimer-E complex; FP displacement of FITC-Tn7 peptide from fibrin DD(E); 0% = median of compound wells per plate; inhibition, % at 8.3 µM; AID 720508; 0.13% of 370,000 active;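 active = inhibition above the mean of compounds falling within the control limits plus 3 SD of them, cut at about 14% in these data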;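 note: 0% = plate median of compound wells and 100% = 10 µM Aha-Tn7 peptide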
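Measure: % inhibition scaled between sample-field median and high-control FP; Test system: human fibrin DD(E); Quantity: 2 µM final DD(E) protein; Doses: one dose, 8.3 µM nominal; Schedule: compound with protein 10 min, then 3 h after probe, room temperature; Detection: fluorescence polarization; Medium: Tris buffer with calcium and detergent, pH 7.8.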
TDP2 absorb – TDP2 (human) inhibition, absorbance primary screen; 0.34% of 370,000 active; recombinant TDP2, T5PNP hydrolysis, p-nitrophenol absorbance 415 nm; inhibition, % at 12.8 µM;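 active = inhibition above the mean of all tested compounds plus 3 SD, set per campaign, cut at about 25% in these data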;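 note: 0% = DMSO with enzyme and 100% = buffer with substrate but no TDP2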
Target sequence (O95551 whole entry, looked up): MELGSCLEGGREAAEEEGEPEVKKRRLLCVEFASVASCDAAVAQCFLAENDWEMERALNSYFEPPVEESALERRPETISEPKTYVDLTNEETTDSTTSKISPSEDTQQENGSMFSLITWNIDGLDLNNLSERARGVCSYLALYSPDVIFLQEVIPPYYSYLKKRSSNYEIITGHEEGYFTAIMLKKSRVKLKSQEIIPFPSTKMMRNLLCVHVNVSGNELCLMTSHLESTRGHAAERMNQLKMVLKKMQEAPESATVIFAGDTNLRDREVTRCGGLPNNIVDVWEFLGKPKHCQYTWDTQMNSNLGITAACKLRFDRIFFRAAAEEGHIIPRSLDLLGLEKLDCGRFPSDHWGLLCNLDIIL
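Read-out basis: percent inhibition. System: recombinant human TDP2. Buffer or medium: Mg2+-containing Tris-HCl buffer, pH 7.5. Repeats: single replicate. Timing: reaction 2 h, 37 °C. Benchmarks: high control without enzyme, low control DMSO plus TDP2. Probe or stimulus: 5 mM T5PNP. Doses: 12.8 µM only. Measured by: epi absorbance of p-nitrophenol freed from T5PNP by hydrolysis.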
proKLK7 act – proKLK7 (human) activation, primary screen; P49862; purified proKLK7, EDANS-DABCYL substrate fluorescence; 100% is mature enzyme control, 0% vehicle; activation, % at 7 µM; 0.9% of 370,000 active;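 active = activation above the mean of all tested compounds plus 3 SD, computed per campaign excluding outliers beyond control limits, cut at about 13% in these data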
Target sequence (P49862 whole entry, looked up): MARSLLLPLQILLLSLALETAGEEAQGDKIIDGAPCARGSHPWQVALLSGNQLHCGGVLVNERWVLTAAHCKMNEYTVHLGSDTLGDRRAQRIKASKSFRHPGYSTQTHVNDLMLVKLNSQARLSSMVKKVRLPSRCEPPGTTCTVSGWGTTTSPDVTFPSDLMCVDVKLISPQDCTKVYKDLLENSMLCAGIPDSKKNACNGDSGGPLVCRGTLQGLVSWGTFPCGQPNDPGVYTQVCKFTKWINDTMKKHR
ASAP1 GAP inh – ASAP1 ArfGAP inhibition; 0.19% of 360,000 active; AID 624377; ASAP1-stimulated ARF1 GTP hydrolysis, GDP FP detection; Q9ULH1; inhibition, % at 16.5 µM; in the data active = inhibition above about 25%;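 note: 0% = vehicle with enzyme and substrate and 100% = no enzyme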
DDE Tn6 FP inh – inhibitors of Tn6 peptide binding to human fibrin DD(E); AID 720509; P02675; 0.21% of 370,000 active; inhibition, % at 8.3 µM; Fibrin DD(E) TRITC-Tn6 fluorescence polarization displacement;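 active = inhibition above a per-campaign cutoff: mean of compounds within control limits plus 3 SD, cut at about 15% in these data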;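 note: 0% = median of all compound wells on the plate and 100% = blocking peptide control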
ADAM17 inh – ADAM17 inhibition, QFRET primary screen; P78536; recombinant ADAM17, EDANS/DABCYL FRET peptide cleavage; inhibition, % at 6.95 µM; 0.83% of 370,000 active; AID 720648;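 active = inhibition above the mean of compounds lying between control limits plus 3 SD, set per campaign, cut at about 8.5% in these data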;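 note: 0% = DMSO-only wells as the low control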
ADAM10 inh – inhibits human ADAM10; recombinant ADAM10, EDANS/DABCYL FRET peptide cleavage, 3 h; inhibition, % at 7 µM; 0.62% of 370,000 active;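 active = inhibition above a per-campaign cutoff equal to the mean of compounds falling between control-based bounds plus 3 SD, cut at about 20% in these data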;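 note: 0% = DMSO wells while the 100% control is not disclosed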
LEDGF integ inh – blocks HIV-1 LEDGF/p75-dependent DNA integration; TR-FRET IN-LEDGF/p75 DNA integration, Eu/Cy5; AID 743269; 0.64% of 370,000 active; inhibition, % at 3.7 µM;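 active = inhibition above the screen-wide mean plus 3 SD, cut at about 13% in these data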;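 note: signal is the Cy5 over europium emission ratio at 671 and 618 nm; 0% = plate median of compound wells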
PLC-gamma1 inh – PLC-gamma1 (human) inhibition, primary screen; P19174; purified PLC-gamma1, fluorogenic substrate, fluorescence; inhibition, % at 12.2 µM; 0.84% of 370,000 active; AID 720700; in the data active = inhibition above about 9.5%
ARFGAP1 inh – inhibits rat ARF GTPase activating protein 1; inhibition, % at 16.5 µM; AID 651572; Arfgap1-stimulated ARF1 GTP hydrolysis, GDP FP detection; 0.26% of 360,000 active; Q62848;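 active = inhibition above a per-plate limit, mean inhibition of low control wells plus 3 SD, cut at about 25% in these data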;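 note: 0% = DMSO wells with enzyme and 100% = wells lacking Arfgap1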
Target sequence (Q62848 1-136 limits assumed): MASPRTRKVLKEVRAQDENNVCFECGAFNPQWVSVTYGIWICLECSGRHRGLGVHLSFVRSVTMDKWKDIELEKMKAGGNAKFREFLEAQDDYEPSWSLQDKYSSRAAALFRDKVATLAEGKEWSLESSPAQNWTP
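Material: truncated rat Arfgap1 GAP domain; Incubation: compound-enzyme preincubation 20 min, reaction 120 min, detection 60 min, 25 °C; Read-out: percent inhibition of Arfgap1-stimulated GTP hydrolysis; Technique: FP, GDP Alexa 633 tracer displaced from anti-GDP antibody, 620/688 nm; Controls: No-Arfgap1 wells (100%) versus DMSO full-reaction wells (0%); Replication: single well per compound.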
* marks the source's active call; other numbers are inactive results; i = inactive; · = not tested or not shown. Rows were taken by chance (roughly 4.2% active in at least one column).

DDE Tn7 FP inh | Structure | TDP2 absorb | proKLK7 act | ASAP1 GAP inh | DDE Tn6 FP inh | ADAM17 inh | ADAM10 inh | LEDGF integ inh | PLC-gamma1 inh | ARFGAP1 inh
-2 | Cc1cc(C)c2c(N)c(C(=O)c3ccc(Cl)cc3Cl)sc2n1 | -15 | -0.4 | -6 | -1 | 4 | 9 | 10 | 4 | 0
0 | CSCCC(NS(=O)(=O)c1cccc(C(F)(F)F)c1)C(=O)Nc1ccccc1N1CCCC1 (configuration not stated) | -2 | -0.3 | -6 | -4 | 3 | 0 | -1 | -4 | -7
-3 | CCN1CCCc2cc(CN(CCN3CCOCC3)C(=O)Nc3ccc(C)c(C)c3)ccc21 | 8 | 0.6 | 3 | 0 | -4 | 6 | 1 | -6 | 1
-1 | CNC(=S)NC(CC(=O)OC)c1ccc2c(c1)OCO2 (configuration not stated) | 1 | -0.4 | 0 | 6 | -2 | 10 | 0 | -1 | 10
-7 | CC(/C=C/c1ccccc1)NC(N)=O (configuration not stated) | 13 | -0.9 | -5 | -4 | -4 | -2 | -1 | 0 | 12
-9 | O=C(NC1CCCC1)C(c1ccc(O)cc1)N(CC1CCCO1)C(=O)C1COc2ccccc2O1 (configuration not stated) | -11 | -0.1 | -11 | 0 | 3 | 11 | 1 | 3 | 2
2 | O=C(CCCN1C(=O)/C(=C\c2ccccc2)SC1=S)Nc1ccc(O)cc1 | -7 | 0.1 | -5 | -9 | 5 | 24* | 1 | 2 | 5
6 | COc1ccc(-c2cc3ccccc3n2CC(O)CN2CCCCC2)cc1 (configuration not stated) | -6 | -0.6 | 3 | 3 | -1 | -3 | 5 | -21 | -13
1 | O=C(Cn1cncn1)NCc1cc(F)ccc1F | -5 | 0.2 | -14 | -1 | -7 | -6 | 2 | 0 | 2
-1 | Cc1cc(C)[n+](-c2ccc(F)cc2)c2[nH]c(=O)[nH]c(=O)c12 | 1 | 38* | 6 | 3 | i | i | -3 | i | -5
-5 | CCc1ccccc1-n1nnnc1-c1cnccc1C(F)(F)F | -9 | 0.3 | -24 | -4 | 2 | -7 | -4 | 1 | -1
7 | CCOC(=O)c1c(C)[nH]c(C(=O)OCC(=O)Nc2cc(C)nn2-c2ccccc2)c1C | 10 | -0.2 | -16 | -1 | -4 | -12 | -1 | -14 | -6
8 | O=C(c1ccc(Cl)cc1)N1CCC(C(=O)N2CCN(c3ncccn3)CC2)CC1 | 10 | 0.5 | 1 | -2 | -5 | -14 | 0 | -4 | -8
-3 | O=C(Cc1ccccc1)Nc1c2c(nn1-c1cccc(Cl)c1)CS(=O)(=O)C2 | -14 | 0.8 | 7 | -1 | 4 | 5 | 8 | 8 | -19
-1 | COc1ccc2c(c1)C=C([C@@H]1C[C@H]3CN(c4ccccc4)C(=O)[C@]34CCCN14)CO2 | 6 | 0.0 | 4 | -2 | 0 | -2 | 2 | -15 | -10
6 | COc1ccc(C2=C(C#N)C(=O)OC2)cc1 | 11 | -1.6 | 3 | 5 | -3 | -12 | 0 | -14 | 5
0 | O=C(NC1CCCC1)C(c1ccsc1)N(C(=O)Cc1cccs1)c1ccccc1 (configuration not stated) | -2 | -0.4 | -2 | 1 | 3 | 15 | 4 | 1 | 4
6 | O=C(Nc1nnc(C2CCCCC2)s1)C1CC(=O)N(c2ccc(F)cc2)C1 (configuration not stated) | 2 | -0.3 | 5 | -4 | 0 | -2 | -2 | -2 | -2
3 | Clc1ccc(/C=C/c2nc3ccccc3[nH]2)c(Cl)c1 | 12 | -2.2 | 4 | -3 | i | i | -7 | i | -3
-2 | O=S(=O)(Nc1cccc2cn[nH]c12)c1ccc(F)cc1 | -6 | 0.1 | 0 | -4 | -1 | 11 | -3 | -3 | 15
0 | O=C(NC1CCCC1)C1CCCN(S(=O)(=O)c2ccc(F)cc2)C1 (configuration not stated) | -1 | 0.1 | -4 | 0 | -3 | 0 | 1 | 4 | 0
2 | CC(=O)N1N=C(c2ccco2)CC1c1cccs1 (configuration not stated) | -5 | -0.4 | 0 | 3 | -3 | 2 | -2 | -2 | 15
0 | CC(=O)c1ccc(N2CCN(C(=S)Nc3ccc(Oc4ccccc4)cc3)CC2)cc1 | 4 | -1.5 | -2 | 3 | 5 | 1 | 1 | -16 | 2
-8 | O=C(Nc1ccccc1)Nc1ccncc1 | -2 | 1.4 | 15 | -7 | -3 | -4 | -4 | -1 | 9
-11 | COc1ccccc1N1CCN(S(=O)(=O)c2ccc(Cl)s2)CC1 | -13 | -0.2 | -1 | 3 | 4 | 9 | 1 | 1 | 8
-5 | Oc1c(C=Nc2ccccc2)sc2ccccc12 | 2 | 1.0 | -7 | -6 | -6 | -25 | -1 | -12 | 0
-2 | COc1ccc(N2C(=O)CC(Sc3nnnn3-c3ccc(F)cc3)C2=O)cc1 (configuration not stated) | -2 | -0.1 | -2 | -1 | -3 | -2 | -6 | 1 | 5
2 | Cc1ccc(CN(C)CC(=O)Nc2ccc3c(c2)CCC3)cc1 | -11 | 0.0 | -6 | -8 | 3 | 4 | -3 | -4 | -9
6 | O=P(O)(O)c1ccccc1OCCOCCOc1ccccc1P(=O)(O)O | 3 | 0.0 | -2 | 7 | -3 | 4 | -1 | 0 | -20
-1 | Cn1c(=O)c2[nH]c(CCCc3nc4ccccc4[nH]3)nc2n(C)c1=O | 9 | 0.3 | 10 | -1 | -7 | -10 | -3 | 2 | 5

(listing goes on)
DDE Tn7 FP inh | Structure | TDP2 absorb | proKLK7 act | ASAP1 GAP inh | DDE Tn6 FP inh | ADAM17 inh | ADAM10 inh | LEDGF integ inh | PLC-gamma1 inh | ARFGAP1 inh
4 | CCn1c(CNC(=O)c2cc(OC)c(OC)c(OC)c2)cc2cc(C)ccc21 | 0 | -0.1 | -7 | 4 | 2 | 6 | 0 | 1 | 4
-3 | CCOc1ccc(NC(=S)Nc2ccc(OCC)cc2)cc1 | -5 | -0.5 | 14 | 4 | 4 | 7 | 7 | 3 | 1
-1 | COc1cccc(OC)c1C(=O)OCC(=O)NCCNC(=O)COC(=O)c1c(OC)cccc1OC | -8 | 0.9 | -11 | -2 | 2 | -6 | 3 | 4 | 2
8 | CCCCNC(=O)C1C(c2ccccc2)=Nc2ccccc2N1C(=O)c1ccc2c(c1)OCO2 (configuration not stated) | 3 | 0.4 | -17 | -3 | -7 | -20 | 2 | -25 | 1
-6 | COc1ccc(OC)c(NC(=O)NNC(=O)COc2ccc([N+](=O)[O-])cc2)c1 | 6 | -0.5 | 1 | -2 | -4 | -4 | 1 | 1 | 4
-6 | O=C(CSc1nc2ccccc2c(=O)[nH]1)NC1CCCCC1 | 4 | · | · | 3 | -1 | 8 | 9 | 1 | ·
6 | Cc1ccccc1C(=O)Nc1ccnc(-c2ccncc2)n1 | 10 | 0.0 | 6 | -8 | -3 | -4 | -1 | 5 | 8
2 | COC(=O)C[C@@H]1CC[C@@H](NS(=O)(=O)c2ccc(F)cc2)[C@@H](CO)O1 | -5 | -0.8 | 8 | -5 | -3 | -10 | -5 | -2 | 5
-1 | COc1cc(NS(=O)(=O)c2ccc(NC(=S)NC(=O)/C=C/c3ccco3)cc2)ncn1 | 36* | 0.0 | 8 | 5 | 0 | -12 | 23* | 2 | 4
-7 | CNC(=O)c1ccc(CN(C)C(=O)c2cc(C3CC3)nc3c2cnn3C(C)C)cc1 | -7 | 0.3 | 4 | -4 | -6 | -9 | 6 | 7 | 0
2 | COCCCN(C(=S)Nc1cc(Cl)cc(Cl)c1)C(C)c1ccccn1 (configuration not stated) | 12 | -0.1 | -9 | 2 | -4 | -5 | -5 | -2 | 2
-4 | CCc1ccccc1NC(=O)CC(NCc1ccccc1)C(=O)O (configuration not stated) | 24 | 0.3 | -10 | -1 | -5 | -1 | -2 | -1 | -1
-3 | CC(NC(=O)c1ccccc1)C(=O)OCn1nnc2ccccc2c1=O (configuration not stated) | 8 | -0.2 | 3 | -1 | -1 | -12 | 4 | 0 | 11
0 | COc1ccc(-n2c(SCC(=O)Nc3ccc([N+](=O)[O-])cc3OC)nc3ccccc32)cc1 | -5 | -0.9 | 5 | 5 | -1 | 5 | -1 | 0 | -12
5 | CN1CCc2c(sc3c2C(=O)NC(c2ccco2)N3)C1 (configuration not stated) | 0 | -2.0 | 2 | 1 | -116 | -374 | -2 | -83 | 5
7 | N#CCCn1c(=S)[nH]c2ccccc21 | 2 | 0.0 | 8 | 2 | 1 | 4 | 3 | 1 | 6
-4 | COc1ccc(C(=O)NNS(=O)(=O)c2ccc(OC)cc2)cc1 | -8 | -0.6 | 9 | 3 | 2 | 4 | 7 | 3 | -3
5 | Cc1ccc2c(c1)C(=O)CC(O)(C(F)F)O2 (configuration not stated) | 0 | 5.7 | -3 | 4 | -23 | -104 | -3 | -22 | 2
-5 | CC1(C)OC(=O)C(=CNC(CO)C(=O)O)C(=O)O1 (configuration not stated) | 5 | 0.1 | -10 | -7 | -1 | 2 | 0 | 0 | 6
-5 | COc1cccc(C(=O)Nc2ncc3c(n2)CC(c2ccc(OC)cc2OC)CC3=O)c1 (configuration not stated) | -3 | 0.3 | 8 | 0 | 4 | 2 | 1 | -1 | 16
-1 | O=C1CCCN1CCC(=O)N1CCCC(N2CCN(c3ccccc3F)CC2)C1 (configuration not stated) | 5 | 0.7 | -6 | 3 | -1 | 1 | 1 | -2 | 11
-6 | S=c1nc(-c2ccccc2)n(CCCn2ccnc2)c2c1CCCC2 | -12 | -0.2 | 4 | 1 | 3 | -4 | 2 | 5 | 3
-1 | O=C(NCCn1cc(SCc2ccc(F)cc2)c2ccccc21)c1c(F)cccc1F | 1 | -0.1 | -5 | 6 | 9.3* | 12 | -1 | -2 | 18

Three entries from above, set out differently.
smiles,DDE Tn7 FP inh,TDP2 absorb,proKLK7 act,ASAP1 GAP inh,DDE Tn6 FP inh,ADAM17 inh,ADAM10 inh,LEDGF integ inh,PLC-gamma1 inh,ARFGAP1 inh
CNC(=O)c1ccc(CN(C)C(=O)c2cc(C3CC3)nc3c2cnn3C(C)C)cc1,-7,-7,0.3,4,-4,-6,-9,6,7,0
COCCCN(C(=S)Nc1cc(Cl)cc(Cl)c1)C(C)c1ccccn1 (configuration not stated),2,12,-0.1,-9,2,-4,-5,-5,-2,2
CCc1ccccc1NC(=O)CC(NCc1ccccc1)C(=O)O (configuration not stated),-4,24,0.3,-10,-1,-5,-1,-2,-1,-1
